Screening data deposited in PubChem BioAssay by several laboratories.
M1 antag = antagonists of human M1 muscarinic receptor. inhibition, % at 3 µM. CHO-K1 hM1, Fluo-8 calcium fluorescence, ACh EC80 antagonist. hit rate 1.3% among 360,000. AID 588852;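 active = percent inhibition above its own plate's cutoff, namely the mean of that plate's compound wells plus 3 SD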;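 also: peak over basal fluorescence ratio during 140 s after agonist addition; 0% = ACh EC80 plus DMSO and 100% = DMSO alone without agonist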
Target sequence (P11229 whole entry, looked up): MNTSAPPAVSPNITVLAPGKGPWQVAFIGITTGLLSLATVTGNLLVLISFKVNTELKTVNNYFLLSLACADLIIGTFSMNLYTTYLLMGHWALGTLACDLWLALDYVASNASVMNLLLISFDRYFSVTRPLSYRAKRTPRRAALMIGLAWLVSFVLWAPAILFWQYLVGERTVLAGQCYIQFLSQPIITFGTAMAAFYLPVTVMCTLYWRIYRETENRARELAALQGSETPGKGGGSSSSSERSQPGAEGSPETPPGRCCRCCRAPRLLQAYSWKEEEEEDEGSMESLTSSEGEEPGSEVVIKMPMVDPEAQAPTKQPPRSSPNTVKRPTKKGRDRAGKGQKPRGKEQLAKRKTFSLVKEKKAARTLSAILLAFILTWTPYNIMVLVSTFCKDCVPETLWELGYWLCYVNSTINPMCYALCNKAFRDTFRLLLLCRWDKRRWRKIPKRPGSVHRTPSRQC
CHRM4 PAM = CHRM4 positive allosteric modulation | hit rate 0.4% among 360,000 | activation, % at 3 µM | CHO-K1 hM4/Gqi5, Fluo-8 calcium fluorescence, ACh EC20; 0% = ACh EC20, 100% = maximal ACh | AID 624126 | P08173;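 active = activation above its plate's cutoff, the mean activation of sample wells plus 3 SD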; also: some results filed as inactive read as strong as hits
M5 PAM = CHRM5 positive allosteric modulation; P08912; CHO-K1 hM5, Fluo-8 calcium, ACh EC20 PAM; 0% = ACh EC20, 100% = ACh EC100; activation, % at 3 µM; hit rate 0.3% among 360,000;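 active = activation above the run cutoff, the mean activation of all test compounds plus 3 SD, cut at about 18% in these data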
Target sequence (P08912 whole entry, looked up): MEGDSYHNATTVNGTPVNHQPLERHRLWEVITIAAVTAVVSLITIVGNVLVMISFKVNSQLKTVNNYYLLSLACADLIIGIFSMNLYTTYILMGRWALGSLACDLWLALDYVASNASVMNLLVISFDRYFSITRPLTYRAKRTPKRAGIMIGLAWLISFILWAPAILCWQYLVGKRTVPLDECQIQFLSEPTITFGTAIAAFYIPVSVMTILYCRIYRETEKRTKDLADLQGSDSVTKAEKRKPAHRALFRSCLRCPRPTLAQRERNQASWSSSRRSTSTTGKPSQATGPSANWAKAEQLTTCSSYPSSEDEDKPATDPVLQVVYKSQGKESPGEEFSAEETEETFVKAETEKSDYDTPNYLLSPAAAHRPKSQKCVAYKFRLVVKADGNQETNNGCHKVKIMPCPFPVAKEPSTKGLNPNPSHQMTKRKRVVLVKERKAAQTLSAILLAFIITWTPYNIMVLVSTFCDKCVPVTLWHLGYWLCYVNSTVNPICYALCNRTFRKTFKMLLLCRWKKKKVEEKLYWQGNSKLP
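Test system: CHO-K1 hM5 cells / Doses: single-point, 3 µM nominal / Times: Post-acetylcholine fluorescence recording 140 s / Technique: Fluo-8 calcium fluorescence / Measure: Max/basal fluorescence ratio as % of EC20–EC100 ACh window / Benchmarks: low control EC20 acetylcholine (0%), high control EC100 acetylcholine (100%) / Replicates: one well per compound, no replicates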
CRFBP-R2 agonist = agonists of human CRF-binding protein/CRF-R2 receptor complex | AID 588473 | hit rate 0.46% among 350,000 | activation, % at 13.2 µM | HEK293 CRF-R2/CRF-BP, calcium dye fluorescence (FLIPR); percent of saturating CRF peptide response;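 active = activation of at least 50%, plus an integration ratio under a set limit after plate pattern correction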;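 also: plate controls were neutral control wells without compound for no effect and CRF at EC100 for full effect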
CHRM4 agonist = agonists of human muscarinic M4 receptor (CHRM4) | activation, % at 3 µM | CHO-K1 hM4/Gqi5, Fluo-8 calcium fluorescence; vehicle 0%, full acetylcholine response 100% | AID 624127 | hit rate 0.14% among 360,000;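 active = activation above the run mean over all test wells plus 3 SD, cut at about 32% in these data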;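 also: peak over basal fluorescence ratio per well then scaled between controls; 0% = DMSO wells and 100% = acetylcholine at EC100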
CHRM5 agonist = CHRM5 agonism in calcium assay. CHO-K1 hM5 cells, Fluo-8 calcium fluorescence; 0% DMSO wells, 100% maximal acetylcholine response. activation, % at 3 µM. hit rate 0.19% among 360,000. AID 624037;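 active = activation above the run's mean over test compounds plus 3 SD, cut at about 23% in these data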;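 also: signal is peak over basal fluorescence ratio across the kinetic read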
CHRM5 antagonist = antagonists of human muscarinic M5 receptor (CHRM5) | P08912 | CHO-hM5 cells, Fluo-8 calcium fluorescence, ACh EC80 | inhibition, % at 3 µM | hit rate 0.59% among 360,000 | AID 624040;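 active = inhibition above a per-plate cutoff, the mean of that plate's test compounds plus 3 SD, cut at about 27% in these data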;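 also: 0% = acetylcholine EC80 with DMSO and 100% = DMSO without agonist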
CHRM1 PAM = positive allosteric modulators of human M1 muscarinic receptor; P11229; hit rate 0.088% among 360,000; activation, % at 3 µM; CHO-K1 hM1, Fluo-8 calcium fluorescence, ACh EC20; 0% = ACh EC20, 100% = maximal ACh; in the data active = activation above about 19%, passing the limit was not always enough
M4 antag = blocks acetylcholine activation of human M4 receptor; CHO-hM4 cells, ACh EC80, Fluo-8 calcium fluorescence; hit rate 0.73% among 360,000; P08173; inhibition, % at 3 µM;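 active = inhibition above its plate's cutoff, the mean inhibition of sample wells plus 3 SD, cut at about 27% in these data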;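 also: 0% = acetylcholine EC80 with DMSO and 100% = DMSO without agonist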
Numbers without * were called inactive; / = no result given.

SMILES	M1 antag	CHRM4 PAM	M5 PAM	CRFBP-R2 agonist	CHRM4 agonist	CHRM5 agonist	CHRM5 antagonist	CHRM1 PAM	M4 antag
COc1cc(OC)cc(C(=O)NCC(=O)Nc2ccc(OC)c(Cl)c2)c1	-4	4	0	-1.3	0	-3	0	5	-20
Cc1cc(N2C(=O)C(O)=C(C(=O)c3ccco3)C2c2ccc(O)cc2)no1 (stereo unspecified)	-2	4	3	2.2	-1	4	-1	8	14
CCCCC[C@@H]1CCCCC[C@H](O)C[C@@H](O)[C@@H](O)/C=C/C(=O)O1	/	7	0	/	6	1	4	/	2
COc1ccccc1NS(=O)(=O)c1cccc2cccnc12	-7	2	1	0.7	1	2	-3	2	-3
Cc1cccc(S(=O)(=O)NC(=O)C2(C)CCN2C(=O)Cc2cc(F)ccc2F)c1 (stereo unspecified)	102*	-1	-3	/	0	1	4	13	-4
Cc1c(Cl)cccc1NC(=O)C1C2C=CC(C2)C1C(=O)O (stereo unspecified)	7	0	10	0.1	0	3	5	-4	2
CC(=O)N1CCc2c(sc(NC(=O)c3ccc([N+](=O)[O-])o3)c2C(N)=O)C1	-17	5	6	2.8	-1	0	1	18	-1
CN(c1cccc(F)c1)c1cc2c(c3c1ccn3C)C1CCC2C1 (stereo unspecified)	2	4	4	/	-1	1	-8	11	1
CCN(Cc1nc(-c2ccccc2)no1)C(=O)c1ccoc1C	-8	-5	-1	1.5	2	0	9	2	1
COC(=O)c1ccsc1NC(=O)c1cccc(OC)c1	15	-13	-5	0.4	15	0	12	-4	3
COc1cccc(OCC(=O)N(C)Cc2nc(-c3ccccc3)no2)c1	-2	6	4	-1.6	3	-3	-8	11	-5
CCN(CC(=O)Nc1c(F)cccc1F)C(=O)c1ccc2ccccc2n1	-4	0	2	-0.8	2	2	5	1	-5
O=C(Nc1cc(Cl)cc(Cl)c1)N[C@@H]1CC[C@@H](CCNS(=O)(=O)c2cccc(F)c2)O[C@@H]1CO	/	4	3	/	4	-2	-1	/	-8
COCCCN(C(=O)CSCc1c(C)noc1C)c1c(N)n(Cc2ccccc2)c(=O)[nH]c1=O	-13	6	6	1.1	2	0	1	12	-5
O=C(CSC(=S)N1CCCC1)Nc1ncc(Cl)cc1Cl	-3	10	-1	-0.9	1	0	3	14	-19
COc1ccc(-n2nc3c(N4CCC(C(=O)NCc5ccccc5)CC4)nnc(C)c3c2C)cc1	3	-9	1	0.2	-2	-9	7	-4	9
CCN(C(=O)COC(=O)c1ccc(=O)n(Cc2ccccc2)n1)C1CCCCC1	-4	12	-3	-2.9	1	-2	-2	5	-14
CCc1ccc(-c2nc(CN3CCCC(C(=O)O)C3)c(C)o2)cc1 (stereo unspecified)	-24	16	5	-0.7	0	0	-7	20	-13
O=C(c1ccc2[nH]c(=O)c(=O)[nH]c2c1)N1CCc2ccccc2C1	2	2	0	1.2	1	-2	-6	1	0
N#Cc1ccccc1NC(=O)CN(Cc1ccccc1)Cc1ccccc1	-18	-9	-9	1.7	-1	-2	21	18	4
C=CCn1c(SC(C)C(=O)c2c(N)n(C)c(=O)n(C)c2=O)nnc1-c1ccoc1C (stereo unspecified)	-12	8	6	-0.6	2	1	-2	9	-5
CCN(CC(=O)Nc1ccc(C)c(F)c1)CC(=O)NC(C)C	16	12	-2	-0.7	1	0	5	-8	-15
CN(C)C(=S)NC(C)(C)C	-1	3	1	1.4	1	5	4	1	-7
COc1ccc(C(=O)N/C(=C\c2cn(C)c3ccccc23)C(=O)N2CCN(C)CC2)cc1OC	0	-3	-1	0.1	0	-2	5	8	2

6 entries out of the list above, ordered by the value under CHRM5 agonist, lowest first.
SMILES	M1 antag	CHRM4 PAM	M5 PAM	CRFBP-R2 agonist	CHRM4 agonist	CHRM5 agonist	CHRM5 antagonist	CHRM1 PAM	M4 antag
COc1cccc(OCC(=O)N(C)Cc2nc(-c3ccccc3)no2)c1	-2	6	4	-1.6	3	-3	-8	11	-5
O=C(c1ccc2[nH]c(=O)c(=O)[nH]c2c1)N1CCc2ccccc2C1	2	2	0	1.2	1	-2	-6	1	0
CC(=O)N1CCc2c(sc(NC(=O)c3ccc([N+](=O)[O-])o3)c2C(N)=O)C1	-17	5	6	2.8	-1	0	1	18	-1
CCCCC[C@@H]1CCCCC[C@H](O)C[C@@H](O)[C@@H](O)/C=C/C(=O)O1	/	7	0	/	6	1	4	/	2
Cc1cc(N2C(=O)C(O)=C(C(=O)c3ccco3)C2c2ccc(O)cc2)no1 (stereo unspecified)	-2	4	3	2.2	-1	4	-1	8	14
CN(C)C(=S)NC(C)(C)C	-1	3	1	1.4	1	5	4	1	-7

Next records
SMILES	M1 antag	CHRM4 PAM	M5 PAM	CRFBP-R2 agonist	CHRM4 agonist	CHRM5 agonist	CHRM5 antagonist	CHRM1 PAM	M4 antag
O=C1CC(/C=C/c2cccnc2)=Nc2ccccc2N1	4	-4	-2	0.9	1	-1	6	0	2
CC(C)CCn1c(SCC(=O)N2CC(=O)Nc3ccccc32)nc2scc(-c3cccs3)c2c1=O	-3	5	0	3.4	0	-3	2	8	-1
CCC(=O)N1CCCC(C(=O)NS(=O)(=O)c2cc(C)c(Cl)cc2C)CC1 (stereo unspecified)	-5	3	-4	/	0	-1	9	1	5
COc1cccc2c1OC1(C)CC2NC(=O)N1Cc1ccccc1 (stereo unspecified)	4	12	-1	-2.1	1	0	-5	1	-8
O=C(COc1ccc2ccccc2c1)NNC(=O)[C@@H]1CCCC[C@@H]1C(=O)O	-5	-3	-7	1.6	10	3	7	2	-3
O=C(CCn1c(=S)[nH]c2cc3c(cc2c1=O)OCO3)NCc1cccc(Cl)c1	-2	-4	-4	0.9	-1	0	0	0	-6
CCOc1ccc(C2c3cc(OC)c(OC)cc3CC(=O)N2c2ccc(OC)cc2)cc1 (stereo unspecified)	-5	0	0	0.1	8	-1	4	9	6
CCc1c(C(=O)Nc2ccc(C)c(C)c2)[nH]c(C)c1C(C)=O	8	-5	-8	-0.3	9	3	9	-5	-5
Cc1cccc(NC(=O)Cn2c(=O)n(C)c3ccccc32)c1	-6	6	0	2.5	1	-3	-4	2	-9
COc1cccc(-n2nc(C#N)c(Cl)cc2=O)c1	-4	5	-3	-3.1	-1	-7	25	-1	3
Clc1ccc(-n2ncc3c(NCCN4CCOCC4)ncnc32)cc1	-21	10	-1	2.2	3	-2	7	10	-4
COc1ccc(NC(=O)CCCC2=NS(=O)(=O)c3ccccc3N2)cc1	-1	5	1	-1.4	1	0	-2	1	0
O=C(COC(=O)c1ccccn1)NC12CC3CC(CC(C3)C1)C2	-5	11	7	0.6	1	1	4	-2	30*
COc1ccc(-n2cc(CNCCc3ncc(C)[nH]3)c(-c3ccccc3Cl)n2)cc1	-3	-5	-1	-0.6	0	-2	17	3	-5
CCCNS(=O)(=O)c1ccc(OCC(=O)Nc2ccc3c(c2)OCCO3)cc1	-16	5	0	-2.4	4	-2	1	6	-22
CCn1cc(C(=O)N[C@H](C(=O)NCCN2CCOCC2)C(C)C)c(=O)c2cc3c(cc21)OCO3	-8	13	13	0.6	1	-2	-12	15	-11
Cc1ccc(NC(=O)Cc2ccsc2)cc1S(=O)(=O)N1CCOCC1	-18	6	-3	-2.9	2	4	13	9	5
O=C(Nc1ccc2nn(-c3ccc(F)cc3)nc2c1)c1cccnc1	2	-7	2	5.2	3	-3	3	0	5
COC(=O)C1=C(C)N(Cc2ccc(OC)cc2)C(=O)/C1=C\c1ccco1	18	3	-6	-1.2	1	2	11	-9	-9
CCc1ccc(Cn2nnc(C(=O)NCc3ccccc3OC)c2N)cc1	-8	7	1	5.3	12	12	-4	8	-2
O=C(O)C1(C(=O)O)CCCC1	-4	-2	-7	-0.5	0	-3	16	-4	-1
O=C(Nc1ccccc1)N(CCc1ccncc1)C1CCCCC1	2	-3	1	-3.3	0	-2	-1	-3	1
O=C(NCc1ccccc1Br)c1ccco1	7	-12	-2	-0.1	0	-4	1	-6	4
CN(CC(=O)NCc1ccccc1)CC(=O)Nc1ccc(Cl)c(C(F)(F)F)c1	15	3	-1	2.5	24	21	4	-4	1

No new results follow: an excerpt of the list.
SMILES	M1 antag	CHRM4 PAM	M5 PAM	CRFBP-R2 agonist	CHRM4 agonist	CHRM5 agonist	CHRM5 antagonist	CHRM1 PAM	M4 antag
CCn1cc(C(=O)N[C@H](C(=O)NCCN2CCOCC2)C(C)C)c(=O)c2cc3c(cc21)OCO3	-8	13	13	0.6	1	-2	-12	15	-11
Cc1ccc(NC(=O)Cc2ccsc2)cc1S(=O)(=O)N1CCOCC1	-18	6	-3	-2.9	2	4	13	9	5
O=C(Nc1ccc2nn(-c3ccc(F)cc3)nc2c1)c1cccnc1	2	-7	2	5.2	3	-3	3	0	5
COC(=O)C1=C(C)N(Cc2ccc(OC)cc2)C(=O)/C1=C\c1ccco1	18	3	-6	-1.2	1	2	11	-9	-9
CCc1ccc(Cn2nnc(C(=O)NCc3ccccc3OC)c2N)cc1	-8	7	1	5.3	12	12	-4	8	-2

New compounds follow:
SMILES	M1 antag	CHRM4 PAM	M5 PAM	CRFBP-R2 agonist	CHRM4 agonist	CHRM5 agonist	CHRM5 antagonist	CHRM1 PAM	M4 antag
COC(=O)CN1C(=O)C(O)(CC(=O)c2ccc(C)cc2)c2ccccc21 (stereo unspecified)	-7	11	7	2.4	1	1	-7	4	-4
CCc1nnc(NC(=O)c2cc(C)nc3ccccc23)s1	-13	9	-2	-0.1	2	4	15	11	-6
O=C(c1cnccn1)N(c1ccccc1)C1(C(=O)NC2CCCCC2)CCCCC1	-24	8	3	0.2	0	-3	-2	4	-10
COc1cc(C(=O)NCC(c2ccco2)N2CCOCC2)cc(OC)c1OC (stereo unspecified)	-10	3	3	-0.6	0	0	6	10	16
OCCN(CCO)c1cc2c3ccccc3ccc2c2ccccc12	-6	-1	2	-0.9	7	-2	5	3	5
CN(C)S(=O)(=O)N1CCC(Oc2ccc(C(=O)N3C[C@@H]4CCC[C@H]3C4)cc2)CC1	-6	-2	-7	2.3	6	3	1	5	-11
O=C(Nc1nnc(CCN2CCCCC2)s1)c1ccccc1Cl	-14	2	7	-0.5	1	-15	3	5	-4
C/C(=N\Nc1cc(Cl)nc(C)n1)c1ccc(Cl)c(Cl)c1	-10	1	-4	-1.5	0	0	11	3	-2
COCC1CCN(Cc2cn(Cc3ccccc3)nc2-c2cc3ccccc3o2)CC1	-3	0	-1	1.6	1	0	14	3	8
